SIRT5 inh – SIRT5 desuccinylase inhibitors, primary screen, biochemical, fluorescence imaging, single point, set 5; NAD-dependent protein deacylase sirtuin-5, mitochondrial (Homo sapiens), Q9NXA8; Purified SirT5, succinyl-peptide AMC, trypsin-coupled fluorescence; inhibition, % at 15 µM; 330,000 tested, 1.1% active; AID 652115, 2013; in the data active = inhibition above about 15%; inconclusive = no clear call, values can overlap the other calls
Target sequence (Q9NXA8 whole entry, looked up): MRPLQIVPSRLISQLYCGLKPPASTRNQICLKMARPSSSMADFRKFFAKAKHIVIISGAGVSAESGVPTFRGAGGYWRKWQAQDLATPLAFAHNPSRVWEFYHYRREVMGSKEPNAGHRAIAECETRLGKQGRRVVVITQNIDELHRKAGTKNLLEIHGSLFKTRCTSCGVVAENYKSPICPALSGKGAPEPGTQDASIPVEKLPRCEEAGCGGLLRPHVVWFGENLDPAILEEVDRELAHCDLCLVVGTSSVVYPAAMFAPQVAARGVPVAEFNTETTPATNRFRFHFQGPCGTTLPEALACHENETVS
ERp5 block – inhibitors of ERp5-driven insulin aggregation, primary screen, biochemical, turbidity, absorbance 650 nm, single point. 350,000 tested, 0.05% active. 90 min. inhibition, % at 9.99 µM. Protein disulfide-isomerase A6 (Homo sapiens), Q15084;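 active = mean replicate inhibition above about 25%, with every replicate also reaching it, limit read from the data, passing the limit was not always enough; inconclusive = only one of those two criteria met; inactive = neither criterion met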
Target sequence (Q15084 whole entry, looked up): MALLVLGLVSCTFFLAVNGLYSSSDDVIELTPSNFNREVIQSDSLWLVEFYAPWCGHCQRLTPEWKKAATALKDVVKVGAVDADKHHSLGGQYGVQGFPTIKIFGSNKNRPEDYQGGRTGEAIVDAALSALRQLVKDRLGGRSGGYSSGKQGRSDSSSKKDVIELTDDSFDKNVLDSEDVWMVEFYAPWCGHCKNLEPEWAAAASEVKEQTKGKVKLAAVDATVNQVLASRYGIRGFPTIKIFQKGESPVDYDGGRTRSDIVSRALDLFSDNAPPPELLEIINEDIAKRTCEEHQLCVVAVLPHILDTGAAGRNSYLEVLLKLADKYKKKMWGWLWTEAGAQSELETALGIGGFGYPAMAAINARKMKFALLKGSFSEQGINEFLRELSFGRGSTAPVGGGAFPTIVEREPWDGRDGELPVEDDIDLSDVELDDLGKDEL
CFTR F508del cor – F508del CFTR correction, initial screen, CFBE line, single point; 350,000 tested, 0.36% active; CFBE cells, YFP halide quenching; stimulated with forskolin plus potentiator P3; % fluorescence drop versus neutral controls; activity (quench increase), % at 7.58 µM;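 active = mean added fluorescence quench of at least 8% versus neutral control, with both replicates also reaching 8%; inconclusive = only one of the mean or replicate conditions met; inactive = mean below 8% and not both replicates reaching 8%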;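 note: cells transiently co-express mutant CFTR-F508del with the halide-sensitive YFP; corrector assay measuring rescue of mutant channel to the surface after 24 h compound exposure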
miR-122 sensor – miR-122 Renilla sensor signal increase in Huh7, primary screen, miR-122 inhibitor project, cell-based, single point, plate reader | 340,000 tested, 0.3% active | AID 602342, 2012 | activation (reporter increase), % at 12.5 µM | Huh7 miR-122 Renilla luciferase sensor, 48 h; neutral wells = 0, positive control = 100;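 active = mean replicate activation score at least 90 and every replicate individually at or above 90; inconclusive = only one of the two criteria met; inactive = neither criterion met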;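 note: higher luciferase means less miR-122 activity so hits act as miR-122 inhibitors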
CASP6 VEID inh – human caspase-6 inhibitors, primary screen, biochemical, VEID-R110 fluorescence, single point, set 2. P55212. inhibition, % at 12.5 µM. 350,000 tested, 0.53% active. purified caspase-6, Z-VEID-R110 cleavage fluorescence;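 active = mean inhibition across replicates at least about 35%, with every replicate also reaching that limit, limit read from the data; inconclusive = only one of the two criteria met; inactive = neither criterion met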;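 note: 0% = median of neutral control wells and 100% = no fluorescence left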
Target sequence (P55212 24-179 limits assumed): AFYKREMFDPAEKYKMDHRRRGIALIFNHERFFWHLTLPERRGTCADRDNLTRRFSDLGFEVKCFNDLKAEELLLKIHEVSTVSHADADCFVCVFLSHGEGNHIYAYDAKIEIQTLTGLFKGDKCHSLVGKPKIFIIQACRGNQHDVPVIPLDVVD
Target sequence (P55212 194-293 limits assumed): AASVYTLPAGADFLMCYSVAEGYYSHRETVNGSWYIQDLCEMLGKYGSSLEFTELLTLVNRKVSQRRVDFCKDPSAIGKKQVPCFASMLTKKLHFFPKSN
DENV2 CPE – inhibitors of DENV2 cytopathic effect, primary screen, cell-based, plate reader, single concentration | DENV2-infected cells, cytopathic effect rescue | CPE inhibition, % at 9.99 µM | 350,000 tested, 1.7% active | AID 651640, 2012; in the data active = CPE inhibition above about 20%, passing the limit was not always enough; inconclusive = no clear call, values can overlap the other calls; tested in BHK-21 cells;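 note: 0% = median of neutral control wells and 100% = median of positive control wells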
ERAP1 HTS inh – human ERAP1 aminopeptidase inhibitors, primary screen, biochemical, single point, plate reader | Endoplasmic reticulum aminopeptidase 1 (Homo sapiens), Q9NZ08 | recombinant ERAP1, Leu-AMC fluorescence, 60 min | inhibition, % at 10.7 µM | 340,000 tested, 0.15% active | AID 652197, 2013;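 active = mean replicate inhibition of at least 30%, or all replicates individually reaching that 30% level; inactive = mean below 30% and not every replicate reaching it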;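 note: 0% = neutral control wells and 100% = L-leucinethiol positive control wells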
An asterisk follows results filed as active; ? = inconclusive; nt = not tested or not shown; & = joins results of further samples; [ ] = remark or other dose. Hits appear at their usual frequency; overall some 4% were active at least once.

cpd | smiles | SIRT5 inh | ERp5 block | CFTR F508del cor | miR-122 sensor | CASP6 VEID inh | DENV2 CPE | ERAP1 HTS inh
1 | COc1ccc(S(=O)(=O)N(C)C[C@@H]2OCCCC[C@@H](C)Oc3ccc(NC(=O)Nc4ccccc4)cc3C(=O)N([C@H](C)CO)C[C@H]2C)cc1 | nt | nt | -2.0 | -5[16.7 µM] | nt | -7 | nt
2 | C/C(=N/NC(=O)c1ccncc1)c1ccc2c(c1)OCO2 | -5 | -2 | 1.1 | nt | 2 | -2 | -1
3 | COc1ccc(NC(=O)N(C)C[C@@H]2Oc3c(NS(C)(=O)=O)cccc3C(=O)N([C@H](C)CO)C[C@@H]2C)cc1 | -6 | 5 | -1.0 | -1[16.7 µM] | 1 | 5 | -2
4 | Cc1ccc(CNS(=O)(=O)c2ccc3c(c2)N(C)CCO3)cc1 | -4 | 8 | 3.4 | 24 | 1 | 9 | 3
5 | CC(C)(C)CC(=O)NCc1cccs1 | -6 | 4 | 1.8 | 1 | -3 | 9 | 5
6 | COc1ccccc1NS(=O)(=O)c1ccc(-c2cnc(C3CC3)o2)cc1 | -2 | 10 | 2.9 | 31 | 3 | 10 | -2
7 | COc1ccc2c3c([nH]c2c1)[C@H](CO)N(C(=O)c1cccc(F)c1)CC31CN(C(C)=O)C1 | 1 | 6 | 1.4 | nt | -1 | 10 | -1
8 | Cn1c(=S)c2[nH]c(SCCN3CCCC3)nc2n(C)c1=O | -1 | 0 | -0.1 | nt | 1 | 0 | 2
9 | COCCN(C(=O)COC(=O)c1cccnc1Cl)c1c(N)n(Cc2ccccc2)c(=O)[nH]c1=O | 1 | -1 | -4.2 | 4 | -1 | 16 | -1
10 | Cc1c(NC(=O)c2cc(-c3ccc(Cl)c(Cl)c3)on2)c(=O)n(-c2ccccc2)n1C | 0 | 0 | 3.9 | nt | 2 | -6 | -1
11 | COCCNc1nc(NCc2ccccc2F)c2sccc2n1 | nt | -1 | -1.3 | -8 | 0 | ? | -3
12 | CC(C)c1ccc(C2C(C#N)=C(N)Oc3c2oc(CO)cc3=O)cc1 (configuration not stated) | -2 | 1 | -1.9 | nt | 0 | -5 | 2
13 | CN1c2ccc(C#Cc3ccccc3F)cc2[C@H]2[C@H](CCN2C(=O)c2cnccn2)[C@H]1CO | 2 | -3 | 0.5 | -3[16.7 µM] | 3 | -15 | 1
14 | S=C(NCCN1CCOCC1)Nc1ccc(Nc2ccccc2)cc1 | 1 | 2 | -2.1 | -9 | 5 | nt | -2
15 | O=C(O)C1CCCN1C(=O)c1cncc(Br)c1 (configuration not stated) | -7 | 3 | 1.6 | nt | 1 | -2 | 0
16 | COc1ccc(/C=C/C(=O)OCC(=O)Nc2cc(C(N)=O)cc(C(N)=O)c2)cc1 | -4 | -3 | -2.3 | nt | 0 | -2 | 2
17 | COc1ccc(NC(=O)N(C)C[C@H]2OCCCC[C@@H](C)Oc3ccc(NC(=O)Nc4ccc5c(c4)OCO5)cc3C(=O)N([C@@H](C)CO)C[C@H]2C)cc1 | 12 | -1 | -1.7 | 13[16.7 µM] | 2 | 70* | 1
18 | CCC(=O)Nc1ccc(S(=O)(=O)Nc2cccnc2)cc1 | -6 | 5 | 4.8 | -2 | 2 | -3 | 1
19 | C[C@H]1CCCCO[C@@H](CN(C)C(=O)Nc2ccc3c(c2)OCO3)[C@@H](C)CN([C@@H](C)CO)C(=O)c2cc(NS(=O)(=O)c3cn(C)cn3)ccc2O1 | -1 | -7 | 1.7 | 2[16.7 µM] | -1 | -3 | 0
20 | Cc1ccc(S(=O)(=O)N(C)Cc2nc(-c3ccc(Br)cc3)no2)cc1 | nt | 0 | -0.7 | -2 | 1 | 6 | nt
21 | Cc1ccc(NC(=O)c2ccc(NCCCN3CCC(C)CC3)c([N+](=O)[O-])c2)c(C)c1 | -4 | 0 | -5.6 | -2 | -8 | 7 | -6
22 | CCN1CC(CNC(=O)c2ccc3nc(Cc4cccc(Cl)c4)oc3c2)CC1=O (configuration not stated) | 0 | 7 | 6.5 | nt | 4 | 8 | -1
23 | C[C@H]1CN([C@@H](C)CO)C(=O)c2cccc(NC(=O)Nc3ccc(C(F)(F)F)cc3)c2O[C@@H]1CN(C)C(=O)Nc1ccc(C(F)(F)F)cc1 | 0 | -3 | 6.6 | 6[16.7 µM] | -3 | -21 | 1
24 | Cc1ccc2nc(-c3ccc(Br)cc3)cc(C(=O)NCC3CCCO3)c2c1 (configuration not stated) | -2 | -15 | 0.5 | 0 | 1 | ? | -1
25 | C/C(CCc1ccccc1)=N\NC(=O)c1ccccc1 | -1 | -9 | 2.7 | nt | nt | -8 | -8

An excerpt of these results, with the structure last:
cpd	SIRT5 inh	ERp5 block	CFTR F508del cor	miR-122 sensor	CASP6 VEID inh	DENV2 CPE	ERAP1 HTS inh	canonical_smiles
5	-6	4	1.8	1	-3	9	5	CC(C)(C)CC(=O)NCc1cccs1
6	-2	10	2.9	31	3	10	-2	COc1ccccc1NS(=O)(=O)c1ccc(-c2cnc(C3CC3)o2)cc1
7	1	6	1.4	nt	-1	10	-1	COc1ccc2c3c([nH]c2c1)[C@H](CO)N(C(=O)c1cccc(F)c1)CC31CN(C(C)=O)C1

(list continues)
cpd | smiles | SIRT5 inh | ERp5 block | CFTR F508del cor | miR-122 sensor | CASP6 VEID inh | DENV2 CPE | ERAP1 HTS inh
26 | CCc1cccc(NC(=O)CCNS(=O)(=O)c2cccc3nonc23)c1 | 0 | 25 | -0.2 | nt | -4 | 1 | -1
27 | O=C(N/N=C/C=C/c1ccccc1)c1cccs1 | -4 | -5 | 0.4 | nt | 1 | -1 | 0
28 | Cc1cccc(NS(=O)(=O)c2cc(C(=O)NCc3ccccn3)ccc2C)c1 | -4 | 8 | -0.2 | 83 | 2 | 0 | 0
29 | CC1(C(=O)Nc2ccc3ccccc3c2)CC1(Br)Br (configuration not stated) | 0 | -7 | -1.0 | nt | 0 | -1 | 0
30 | O=C(CCN1C(=O)COc2ccccc21)NCc1cccnc1 | 1 | -4 | 0.5 | -1 | 1 | 11 | 5
31 | CN(C)CC#Cc1ccc([C@@H]2[C@H](CO)N3C(=O)CN(C(=O)c4ccccc4)C[C@@H]23)cc1 | -1 | -6 | -0.1 | nt | -19 | -2 | -2
32 | C=CCNC(=O)c1oc2ccc(S(=O)(=O)N3CCCCC3)cc2c1C | -4 | -3 | 2.1 | -3 | 2 | -4 | -1
33 | O=C(Nc1cccc(-n2cnnn2)c1)c1ccncc1 | -2 | 0 | -1.7 | 2 | -3 | 4 | 2
34 | O=C(NCCc1ccc(Cl)cc1Cl)C1=CC=CN2CCS(=O)(=O)N=C12 | -5 | 5 | -2.5 | 0 | 1 | 0 | 2
35 | COCC#Cc1ccc([C@@H]2[C@H](CO)N3C(=O)CN(C(=O)Nc4ccccc4F)C[C@@H]23)cc1 | 3 | 1 | -0.2 | nt | 1 | 3 | 0
36 | O=C(COC(=O)CCc1nc2ccccc2c(=O)[nH]1)Nc1c(Cl)cccc1C(F)(F)F | -4 | 26* | 1.5 | nt | -2 | ? | -1
37 | O=C(Cn1cnc2cc([N+](=O)[O-])ccc2c1=O)NC(=O)NCc1ccccc1 | -2 | -2 | 2.6 | -7 | -1 | -8 | -4
38 | COc1ccc(CN2C(=O)C(CC(=O)NCCc3ccccn3)CC(C(=O)N3CCOCC3)=C2C)cc1 (configuration not stated) | 21* | 4 | -1.3 | 0 | 3 | -7 | -1
39 | Cc1ccc(CCNC(=O)C2CCC(=O)N2Cc2ccc(F)cc2)cc1 (configuration not stated) | 0 | 5 | -1.7 | -6 | 2 | -4 | -1
40 | CCOC(=O)C(C)c1c(C(=O)c2ccc(C)nc2)c2ccccc2n1C (configuration not stated) | -3 | 3 | -1.3 | nt | 1 | -7 | 2
41 | COCCN(C(=O)COC(=O)c1ccc2ccccc2c1)c1c(N)n(Cc2ccccc2)c(=O)[nH]c1=O | nt | 3 | -2.1 | -1 | -2 | 4 | -2
42 | C[C@H](O)C#Cc1cnc2c(c1)C(=O)N([C@@H](C)CO)C[C@@H](C)[C@@H](CN(C)C(=O)c1ccc(F)cc1)O2 | -1 | 3 | -3.1 | nt | -3 | 10 | 0
43 | COc1ccc(C/C(N)=N/OC(=O)c2ccco2)cc1OC | -1 | 2 | 2.4 | -4 | 2 | 20 | 1
44 | C[C@H](CO)N1C[C@H](C)[C@@H](CN(C)S(C)(=O)=O)Oc2c(NC(=O)C3CC3)cccc2C1=O | -17&-9 | 1&-6 | 3.2&0.8 | -2[16.7 µM] | 1&-5 | 0&-9 | -1&0
45 | O=C(C[C@@H]1C=C[C@@H](NS(=O)(=O)c2ccc(F)cc2)[C@H](CO)O1)NCc1ccncn1 | 7 | -2 | 0.2 | 5[16.7 µM] | -2 | -2 | 1
46 | COc1cc2c(cc1NC(=O)COC(=O)C(CCSC)NC(=O)c1ccccc1Cl)oc1ccccc12 (configuration not stated) | 0 | ? | -1.6 | nt | -1 | -11 | -3
47 | COc1ccc(S(=O)(=O)NC(=O)C2(C)CCN2C(=O)C2(c3ccccc3)CC2)cc1 (configuration not stated) | -3 | 1 | 1.8 | 8 | 1 | 1 | 10
48 | CCCCn1c(N)c(N(CCC(C)C)C(=O)c2ccc3c(c2)OCCO3)c(=O)[nH]c1=O | 2 | 3 | -0.1 | nt | -3 | 1 | 2
49 | CC1(C(=O)NS(=O)(=O)c2cccc(Cl)c2)CCN1C(=O)CCc1ccccc1 (configuration not stated) | -2 | 2 | 1.8 | -4 | 0 | 11 | 1
50 | C[C@]12c3[nH]c4ccccc4c3CCN1C(=O)C(CC(=O)NCC13CC4CC(CC(C4)C1)C3)C[C@@H]2C(=O)N1CCOCC1 (some centres not stated) | 3 | 2 | 0.6 | nt | 1 | -2 | 2

Remaining list, next part:
cpd | smiles | SIRT5 inh | ERp5 block | CFTR F508del cor | miR-122 sensor | CASP6 VEID inh | DENV2 CPE | ERAP1 HTS inh
51 | COc1ccc(NC(=O)N(C)C[C@@H]2Oc3ccc(NS(=O)(=O)c4cccs4)cc3CC(=O)N([C@H](C)CO)C[C@@H]2C)cc1 | nt | nt | -1.9 | 4[16.7 µM] | nt | 3 | nt
52 | C[C@H]1CN([C@@H](C)CO)C(=O)c2cc(C3=CCCCC3)cnc2O[C@@H]1CN(C)C(=O)CN1CCOCC1 | 1 | 3 | -0.5 | nt | 1 | ? | 0
53 | CC(C)c1ccccc1NC(=O)c1cnccn1 | 20* | 1 | nt | 2 | 0 | nt | -5
54 | CN(CC(=O)Nc1ccc(N2CCOCC2)cc1)C(=O)CSc1ccc(F)cc1 | -20 | 2 | -0.4 | -2 | 2 | -1 | 2
55 | COc1ccc2c3c([nH]c2c1)[C@H](CO)N(Cc1ccncc1)CC31CCN(C(=O)CN(C)C)CC1 | -7 | 6 | 1.0 | nt | -17 | -1 | -2
56 | CCCCn1c(N)c(N(CC(C)C)C(=O)Cc2ccc(S(=O)(=O)N3CCOCC3)s2)c(=O)[nH]c1=O | 0 | 4 | 0.8 | 1 | 10 | 18 | 2
57 | C[C@@H]1CN([C@@H](C)CO)S(=O)(=O)c2ccc(Br)cc2O[C@@H]1CN(C)Cc1ccccn1 | -1 | 7&8 | -1.2&0.6 | 3 | 0&2 | -4&13 | -5&3

High-throughput results (PubChem BioAssay)
